Screening results as filed in PubChem.
STEP inh: inhibitors of human striatal-enriched phosphatase STEP; P54829; recombinant STEP, OMFP fluorogenic substrate, fluorescence; inhibition, % at 20 µM; hit rate 0.25% among 360,000;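 active = inhibition at 20 µM, scaled per plate between control wells, above about 37%, limit read from the data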;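 also: 0% = DMSO with enzyme and substrate and 100% = substrate only without enzyme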
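System: STEP (striatal-enriched tyrosine phosphatase) enzyme, cell-free; medium: Bis-Tris pH 6.0 buffer with DTT, detergent; dosing: 20 µM, 1% DMSO; times: reaction 20 min, ambient temperature; detection: fluorescence, 480/540 nm; read-out basis: normalized % inhibition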
Neddylation inh: inhibitors of human cullin neddylation. P61081+Q13564. TR-FRET cullin neddylation, biochemical. calls only at 25 µM. hit rate 0.58% among 360,000; in the data active = inhibition above about 36%
Target sequence (P61081 whole entry, looked up): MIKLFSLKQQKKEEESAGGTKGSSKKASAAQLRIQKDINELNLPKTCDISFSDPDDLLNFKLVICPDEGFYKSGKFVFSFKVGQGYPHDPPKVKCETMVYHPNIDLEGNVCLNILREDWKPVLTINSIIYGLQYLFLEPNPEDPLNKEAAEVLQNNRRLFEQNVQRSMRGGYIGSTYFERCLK
Target sequence (Q13564 whole entry, looked up): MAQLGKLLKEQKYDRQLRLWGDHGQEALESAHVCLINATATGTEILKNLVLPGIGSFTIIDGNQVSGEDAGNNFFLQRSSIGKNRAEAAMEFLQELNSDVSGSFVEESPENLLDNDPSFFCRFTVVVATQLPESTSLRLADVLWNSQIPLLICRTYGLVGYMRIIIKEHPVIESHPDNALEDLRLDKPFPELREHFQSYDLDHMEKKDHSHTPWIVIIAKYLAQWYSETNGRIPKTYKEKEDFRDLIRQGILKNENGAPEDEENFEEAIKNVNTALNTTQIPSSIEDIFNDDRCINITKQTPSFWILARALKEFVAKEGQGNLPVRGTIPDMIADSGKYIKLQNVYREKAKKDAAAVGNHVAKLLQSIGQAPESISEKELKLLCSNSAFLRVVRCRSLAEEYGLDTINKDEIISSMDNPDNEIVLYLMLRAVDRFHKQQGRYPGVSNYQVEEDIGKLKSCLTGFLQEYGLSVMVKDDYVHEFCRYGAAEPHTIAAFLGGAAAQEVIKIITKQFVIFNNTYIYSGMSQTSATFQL
NadD block: NadD (S. aureus) enzyme inhibition | purified NadD enzyme, colorimetric absorbance read-out | AID 602399 | inhibition, % at 20 µM | hit rate 0.78% among 360,000; in the data active = inhibition above about 26%; also: some compounds past the cut are filed as inactive
Scp-1 inhibitor: blocks human Scp-1 phosphatase activity; Q9GZU7; Recombinant Scp1, phosphopeptide, malachite green phosphate absorbance; inhibition, % at 20 µM; hit rate 0.88% among 340,000; AID 493091;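 active = inhibition above about 50% at 20 µM, limit read from the data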;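 also: plate controls were DMSO wells with enzyme for no effect and wells lacking enzyme for full effect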
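assay system = SCP-1 phosphatase catalytic domain, residues 76-261 | buffer or medium = 50 mM Tris acetate pH 5.5, 0.005% Tween-20, 10 mM MgCl2 | incubation = enzyme reaction 45 min at room temperature, colour 5 min, stabilisation 30 min | signal = Phosphate-binding colour reagent, absorbance read at 630 nm | measure = % inhibition at 20 µM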
CSN inh: inhibitors of human CSN-mediated cullin deneddylation; inhibition, % at 12.5 µM; hit rate 0.38% among 360,000; Purified CSN, SCF-Nedd8-OG deneddylation, fluorescence polarization;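 active = pattern-corrected inhibition above about 35%, with an unprinted fluorescence ratio check between 0.5 and 1.5, limit read from the data, passing the limit was not always enough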;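 also: 0% = enzyme with substrate and 100% = substrate without enzyme; some results filed as inactive read as strong as hits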
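Material: purified human Csn5 enzyme expressed in HEK293T cells / Medium: Tris buffer pH 7.5, NaCl, DTT, Tween-20, trehalose, ovalbumin / Compound dosing: 12.5 µM single point / Schedule: 90 min incubation of compound, enzyme and substrate at room temperature / Signal: fluorescence polarization of the substrate / Control set: no-enzyme wells high, enzyme-with-substrate wells low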
DNMT1 inh: DNMT1 (human) enzyme inhibition | P26358 | DNMT1 molecular beacon, Hinp1I cleavage, fluorescence | inhibition (reported as % activation of signal), % at 10 µM | hit rate 0.83% among 360,000 | AID 588458; in the data active = inhibition above about 50%
SUMO1 PPI mod: SUMO1-SIM interaction modulation; P63165; SUMO1 binding to a labelled peptide, TR-FRET, 1 h; inhibition, % at 20 µM; hit rate 0.33% among 360,000; in the data active = inhibition above about 37%
Target sequence (P63165 whole entry, looked up): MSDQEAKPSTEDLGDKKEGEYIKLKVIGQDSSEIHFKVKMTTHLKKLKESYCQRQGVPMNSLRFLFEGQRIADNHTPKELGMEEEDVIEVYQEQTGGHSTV
Rin1-Abl PPI inh: blocks binding of human Rin1 to Abl | TR-FRET Rin1/Abl binding, biochemical | inhibition, % at 7.35 µM | hit rate 0.4% among 360,000 | AID 588664; in the data active = inhibition above about 5%, passing the limit was not always enough
LMPTP block: blocks human LMPTP phosphatase. recombinant LMPTP-A, OMFP fluorogenic substrate, fluorescence intensity. AID 651560. P24666. hit rate 0.22% among 360,000. inhibition, % at 20 µM;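 active = compounds that cut the enzyme signal by at least half of the control window in the single-dose screen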;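 also: plate controls were DMSO wells with enzyme plus substrate for no effect and substrate without enzyme for full effect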
Target sequence (P24666 whole entry, looked up): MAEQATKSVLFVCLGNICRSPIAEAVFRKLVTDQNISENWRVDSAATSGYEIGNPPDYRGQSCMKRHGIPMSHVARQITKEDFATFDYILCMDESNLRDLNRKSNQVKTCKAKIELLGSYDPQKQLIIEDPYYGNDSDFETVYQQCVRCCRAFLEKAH
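test system = LMPTP-A | amount = 0.625 nM LMPTP-A final | reagent = fluorogenic phosphatase substrate OMFP at 400 µM final | incubation = 50 min at room temperature | benchmarks = no-enzyme low control, uninhibited high control | medium = Bis-Tris pH 6.0, DTT, detergent | signal = fluorescence intensity of OMFP turnover product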
Rpn11 inh: blocks the human proteasome subunit Rpn11. O00487. human 26S proteasome, Ub4-pepOG fluorescence polarization; 20S core pre-blocked with epoxomicin. calls only at 20 µM. hit rate 0.59% among 360,000;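 active = inhibition at 20 µM, scaled to each plate's controls, above about 33%, limit read from the data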
Starred values were filed as active, the others as inactive; i = inactive; x = not tested or not shown; + = active, no number.

SMILES	STEP inh	Neddylation inh	NadD block	Scp-1 inhibitor	CSN inh	DNMT1 inh	SUMO1 PPI mod	Rin1-Abl PPI inh	LMPTP block	Rpn11 inh
O=C(CCCc1nc2ccccc2s1)Nc1ccc(N2CCOCC2)cc1	3	i	-3	-8	4	0	1	0	-1.3	i
O=C1CCc2cc(S(=O)(=O)Nc3ccc(F)cc3)cc3c2N1CC3	-3	i	-2	-8	-4	0	4	2	-1.3	i
CCOc1ccc(N2CC(C(=O)NCc3cccc(C)c3)CC2=O)cc1 (stereo not drawn)	-5	i	-5	14	1	-2	-1	2	-0.6	i
COc1ccc(CNc2nc(NCc3ccc(OC)c(OC)c3)n(C(=O)c3cccs3)n2)cc1OC	1	i	-3	-4	-2	-14	1	-3	1.7	i
COc1ccc(NC(=O)CSc2nc3sc(C)cc3c(=O)n2C)cc1	-2	i	0	-10	-3	-1	8	-1	2.2	i
Clc1cccc(Cc2c(C3CCCCC3)nc3c4ccccc4ccn23)c1	x	i	10	x	5	x	-4	x	5.1	x
Cc1ccc(-c2nnc(-c3ccccc3)o2)cc1	3	i	-3	0	-2	1	-1	0	-0.2	i
O=C(c1cccs1)N1C[C@H](O)[C@@H](n2cc(C3CC3)nn2)C[C@@H]1c1ccccc1	-2	i	-1	x	3	5	0	-2	-2.6	i
Cc1ccc(S(=O)(=O)N2CCN(C(=O)COC(=O)c3ccc(Cl)c(S(N)(=O)=O)c3)CC2)c(C)c1	-2	i	14	-2	-3	-3	2	0	-0.7	i
CC(C)(C)C(=O)COC(=O)C1CC(=O)N(c2ccccc2)C1 (stereo not drawn)	-4	i	4	-8	5	-3	2	0	-1.7	i
CCCCC(=O)Nc1cc([N+](=O)[O-])ccc1Cl	0	i	-3	4	1	-5	-17	1	-1.2	i
COC(=O)[C@H](Cc1ccccc1)NC(=O)NCc1cccs1	-2	i	-3	-6	0	1	-1	-3	-1.4	i
O=S(=O)(Nc1cccc(S(=O)(=O)N2CCCC2)c1)c1ccc(F)cc1	0	i	-3	-2	6	0	6	2	-0.4	i
c1ccc(Cn2nnc3c(NCC4CC4)ncnc32)cc1	-5	i	-1	x	1	0	4	-3	1.0	i
COc1cc(OC)cc(C(=O)N[C@H](C(=O)OCC(=O)Nc2ccc(C)cc2C)C(C)C)c1	-2	i	-6	-14	3	8	-1	1	0.0	i
CCOc1ccc(C(C)=O)cc1COc1cccnc1[N+](=O)[O-]	-1	i	-2	-15	-4	29	7	4	6.6	i
COc1ccccc1NCc1ccc([N+](=O)[O-])s1	-1	i	5	-3	-21	-7	-25	0	-0.2	i
N#Cc1c(N)nc2c(c1N)CC(CCl)O2 (stereo not drawn)	-1	i	19	-5	3	93*	13	3	4.4	i
Cc1csc(NC(=O)CSc2ncc(-c3ccccc3)[nH]2)n1	1	i	-3	-4	5	0	3	-1	-1.2	i
CC1CCN(C(=O)CSc2nnc(CNC(=O)c3ccc(S(=O)(=O)N(C)C)cc3)o2)CC1	-3	i	-3	1	0	-1	1	2	-3.0	i
COc1ccc(CCNC(=O)c2cc(S(=O)(=O)N3CCOCC3)ccc2N2CCCC2)cc1OC	3	i	-1	-2	5	0	-1	0	-0.4	i
Cc1ccccc1C1CC(=O)NC2=C1C(=O)CCC2 (stereo not drawn)	-3	i	-1	-4	3	2	3	-1	-0.5	i
COc1ccc(S(=O)(=O)NCC2CCCN(C(=O)c3ccccc3)C2)cc1 (stereo not drawn)	2	i	3	-3	-1	5	-5	1	-0.6	i
CC(=Nc1ccccc1C(F)(F)F)c1ccncc1	-1	i	3	1	1	1	5	-1	0.0	i
CN(C)c1ccc(/C=N/NC(=O)c2ccn(C)n2)cc1	2	i	-9	-5	-2	1	-23	-2	-0.3	i

(next part)
SMILES	STEP inh	Neddylation inh	NadD block	Scp-1 inhibitor	CSN inh	DNMT1 inh	SUMO1 PPI mod	Rin1-Abl PPI inh	LMPTP block	Rpn11 inh
CCC(CC)C(=O)N1CC(=O)Nc2ccc(Br)cc2C1c1ccccc1 (stereo not drawn)	0	i	2	-7	4	0	3	5	-0.7	i
Cc1cccc(-n2cnc3cc(C(=O)NCCN4CCOCC4)ccc32)c1	0	i	0	x	-7	0	1	4	-0.5	i
CCc1noc(C)c1C(=O)N1CCN(S(=O)(=O)c2c(C)c(C)cc(C)c2C)CC1	-2	i	-2	-6	2	1	0	-2	-0.5	i
C=CCNC(=O)C1CC(=O)N(c2ccc(OCC(=O)Nc3ccc(CC)cc3)cc2)C1 (stereo not drawn)	-1	i	-4	-2	-1	4	0	4	0.7	i
O=c1c2ccccc2nnn1CSc1nnc(COc2ccc(Cl)cc2)n1Cc1ccco1	1	i	-3	3	-10	5	-5	-3	0.7	i
COc1ccc(CNC(=O)CNC(=O)c2ccc(Br)o2)cc1OC	0	i	-2	-7	-3	0	-4	5	-3.2	i
COc1ccccc1N=Nc1c(C)n[nH]c1C	0	i	-1	-7	0	2	-2	3	-0.3	i
O=C(c1c(F)cccc1F)N1CCN(S(=O)(=O)c2ccc3c(c2)OCCO3)CC1	-3	i	-5	-3	-4	7	2	4	-1.6	i
COC(=O)c1cccc(NC(=O)C(C)(C)C)c1	-2	i	-3	-4	3	5	2	-1	-2.9	i
CC(=O)c1ccc(NC2c3ncccc3C(=O)N2Cc2ccc(F)cc2)cc1 (stereo not drawn)	0	i	-12	-4	-2	0	1	-1	1.8	i
CCOC(=O)C1(C(=O)OCC)C(c2ccccc2)CC(O)N1C(C)=O (stereo not drawn)	-2	i	1	-7	-4	-1	1	0	0.0	i
COc1cc(NS(=O)(=O)c2ccc(NC(=O)/C=C/C(=O)O)cc2)nc(OC)n1	7	i	-2	-4	-1	4	9	0	-2.6	i
N#Cc1cccc(NC(=O)CSc2sc3c(O)cc(=O)[nH]c3c2C#N)c1	13	i	18	50*	11	46	24	1	70*	+
COc1ccc(NC(=O)CSc2nnc(CCC(=O)Nc3ccc(C)c(Cl)c3)n2C)cc1	2	i	0	2	4	-1	0	4	-0.5	i
CN(CC(=O)Nc1ccc(F)cc1)C(=O)COC(=O)C1CCN(c2ccc(C(F)(F)F)cn2)CC1	-1	i	-6	-4	-3	-1	-1	0	2.4	i
C=CCn1c(CC(C)(C)C)nc2ccccc21	3	i	-4	-1	-4	0	-1	-1	-1.4	i
CC(C)c1cccc(C(C)C)c1NC(=O)COC(=O)c1ccc(OCC(=O)Nc2cccc(C(F)(F)F)c2)cc1	-1	i	16	-5	-1	2	3	-1	0.9	i
Cc1cc(C(=O)CN2C(=O)C(=O)N(Cc3ccco3)C2=O)c(C)n1CCc1ccccc1	3	i	15	-15	3	1	-1	2	3.8	i
COc1cc(N2CCOCC2)ncn1	-2	i	-2	-7	-2	2	-1	1	-1.5	i
CC(C)(C)c1ccc(C(=O)NC(Cc2ccccc2)C(=O)O)cc1 (stereo not drawn)	2	i	5	x	0	-1	1	-2	-1.5	i
CC(=O)c1ccc(OCc2cc(C(=O)NCCc3ccc(Cl)cc3)no2)cc1	-2	i	10	-10	1	4	2	2	-1.2	i
COCc1cccc(-c2csc(C(C)(NC(C)=O)c3ccc(OC)cc3)n2)c1 (stereo not drawn)	3	i	6	x	1	5	-8	0	-0.8	i
CC(C)C[C@@H]1CN(CCCC[C@H]2CNC(=O)C(=O)N2CCC2CCCCC2)C(=O)C(=O)N1CC1CCCCC1	x	i	22	x	-2	x	4	x	-0.1	x
COc1ccc(NC(=S)N(CCc2nc3cc(C)c(C)cc3[nH]2)Cc2cccnc2)cc1	2	i	2	-6	2	0	3	-1	0.6	i
O=C1C2C3CCCC3=C3CCCC3C2C(=O)N1c1cccc(Cl)c1 (stereo not drawn)	1	i	-3	-3	-8	-1	-5	2	2.1	i

Full records, quoted from the list. Screens in order: STEP inh, Neddylation inh, NadD block, Scp-1 inhibitor, CSN inh, DNMT1 inh, SUMO1 PPI mod, Rin1-Abl PPI inh, LMPTP block, Rpn11 inh
Profile of CC(=O)c1ccc(NC2c3ncccc3C(=O)N2Cc2ccc(F)cc2)cc1 (stereo not drawn) : 0, i, -12, -4, -2, 0, 1, -1, 1.8, i
Profile of C=CCNC(=O)C1CC(=O)N(c2ccc(OCC(=O)Nc3ccc(CC)cc3)cc2)C1 (stereo not drawn) : -1, i, -4, -2, -1, 4, 0, 4, 0.7, i
Profile of COc1ccc(NC(=O)CSc2nnc(CCC(=O)Nc3ccc(C)c(Cl)c3)n2C)cc1 : 2, i, 0, 2, 4, -1, 0, 4, -0.5, i
Profile of COc1ccc(CNC(=O)CNC(=O)c2ccc(Br)o2)cc1OC : 0, i, -2, -7, -3, 0, -4, 5, -3.2, i
Profile of COC(=O)c1cccc(NC(=O)C(C)(C)C)c1 : -2, i, -3, -4, 3, 5, 2, -1, -2.9, i

Further records.
SMILES	STEP inh	Neddylation inh	NadD block	Scp-1 inhibitor	CSN inh	DNMT1 inh	SUMO1 PPI mod	Rin1-Abl PPI inh	LMPTP block	Rpn11 inh
COc1cc(C(=O)Nc2ccc(C#N)cc2)c([N+](=O)[O-])cc1OC	0	i	-4	-1	8	-6	-15	2	0.6	i
O=[N+]([O-])c1cccc2[nH]ncc12	-1	i	-1	-8	2	-3	-41	-3	-1.7	i
COc1c(C)cccc1C(=O)NC(=S)Nc1ccccc1N1CCCC1	4	i	-3	-8	-2	-12	-2	2	3.3	i
CN(CCC#N)S(=O)(=O)c1ccc2[nH]cc(C(=O)NCCc3ccccc3)c(=O)c2c1	1	i	5	-14	1	-13	13	0	-1.5	i
O=C(NCCc1ccc2c(c1)OCCO2)c1cc(S(=O)(=O)N2CCCC2)ccc1Cl	3	i	2	-4	0	-1	0	-2	1.1	i
O=[N+]([O-])c1ccccc1S(=O)(=O)NCc1ccco1	-4	i	-2	-4	-11	-1	-6	0	-0.2	i
O=C(CSC1CS(=O)(=O)c2cc([N+](=O)[O-])ccc21)NNC(=O)c1ccccc1 (stereo not drawn)	-4	i	-6	-14	3	3	-25	-1	-1.0	i
COc1ccc2c(CN3CCN(c4ccccc4OC)CC3)cc(=O)oc2c1	2	i	5	x	74*	-5	3	2	-0.1	i
O=[N+]([O-])c1cc(/C=N/O)ccc1SCc1ccccc1Cl	0	i	-4	-7	1	-2	13	-5	3.0	i
COc1cc(/C=N\NS(=O)(=O)c2ccccc2)cc(OC)c1OC	-1	i	-6	-5	3	-4	-1	1	-0.9	i
CN(C)c1ccc(C2OC(=O)C3(CCCC3)C(=O)C2(C)C)cc1 (stereo not drawn)	1	i	-6	6	1	-3	2	-2	0.0	i
Cc1ccc(NC(=S)NNC(=O)CCn2cc(C)cn2)cc1	8	i	0	0	-5	2	2	1	-1.3	i
Cc1ccc(C(O)c2ncc(-c3ccc(Cl)cc3)[nH]2)cc1F (stereo not drawn)	-1	i	0	x	-2	-3	7	-1	0.2	i
O=C(O)c1cc(-c2ccccn2)n[nH]1	-2	i	10	-11	-5	3	-1	-4	-1.2	i

Rows were taken by chance; overall some 3.8% were active at least once.
